# OX1R antag: OX1R (HCRTR1) antagonists, primary screen, fluorescence, CHO/OX1R cells, Fluo-8 calcium, orexin A; inhibition, % at 5 µM; AID 434989, 2010; Orexin/Hypocretin receptor type 1 (Homo sapiens), O43613; 0.43% of 330,000 active; Fluo-8 calcium fluorescence;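 active means inhibition above its plate's threshold, mean inhibition of all tested compounds on the plate plus 3 SD, cut at about 37% in these data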;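 further: 0% = orexin A challenge wells and 100% = SB-334867-A antagonist wells; not every result past the cut was called active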
# Target sequence (O43613 whole entry, looked up): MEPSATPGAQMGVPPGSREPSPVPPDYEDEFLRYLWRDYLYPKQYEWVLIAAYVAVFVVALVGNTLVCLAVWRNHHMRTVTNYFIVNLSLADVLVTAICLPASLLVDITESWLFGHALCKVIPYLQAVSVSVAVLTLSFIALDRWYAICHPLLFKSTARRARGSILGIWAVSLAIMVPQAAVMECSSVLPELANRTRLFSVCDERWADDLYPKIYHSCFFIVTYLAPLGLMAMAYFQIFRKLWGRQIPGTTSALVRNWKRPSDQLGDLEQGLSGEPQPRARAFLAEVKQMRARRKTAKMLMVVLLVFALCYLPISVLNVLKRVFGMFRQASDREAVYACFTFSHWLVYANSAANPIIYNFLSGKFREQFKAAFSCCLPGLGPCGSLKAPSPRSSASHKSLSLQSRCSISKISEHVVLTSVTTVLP
# CHT PAM: CHT positive allosteric modulators, primary screen, cell-based, membrane potential dye, choline EC20 | High affinity choline transporter 1 (Homo sapiens), Q9GZV3 | CHT-expressing cells; stronger effect = higher value; LV-AA mutant CHT in HEK293 cells | B-score at 10 µM | 0.49% of 310,000 active | AID 488977, 2010;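 active means initial fluorescence not abnormally high and integrated response B-score, plate-corrected, over 3 SD above library mean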
# Target sequence (Q9GZV3 whole entry, looked up): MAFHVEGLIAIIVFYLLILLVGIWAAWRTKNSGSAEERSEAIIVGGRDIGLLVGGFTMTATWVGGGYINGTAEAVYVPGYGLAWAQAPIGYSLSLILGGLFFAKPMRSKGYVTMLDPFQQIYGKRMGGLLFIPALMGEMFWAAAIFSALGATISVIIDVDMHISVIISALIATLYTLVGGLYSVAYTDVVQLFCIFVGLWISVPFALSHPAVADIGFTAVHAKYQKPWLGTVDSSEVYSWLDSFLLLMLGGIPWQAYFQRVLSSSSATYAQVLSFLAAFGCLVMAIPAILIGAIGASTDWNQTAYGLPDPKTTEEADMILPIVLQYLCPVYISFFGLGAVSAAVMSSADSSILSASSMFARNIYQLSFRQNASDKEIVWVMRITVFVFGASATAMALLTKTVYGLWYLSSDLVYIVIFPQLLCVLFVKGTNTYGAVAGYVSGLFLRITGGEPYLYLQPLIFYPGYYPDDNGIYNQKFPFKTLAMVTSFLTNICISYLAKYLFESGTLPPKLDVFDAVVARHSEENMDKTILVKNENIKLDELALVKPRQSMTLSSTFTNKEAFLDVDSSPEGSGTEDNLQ
# * hit, by the source's call; i = inactive; x = not tested or not shown. Outcome played no part in choosing rows, and some 0.8% of all compounds hit somewhere here.
# Each structure is followed by: OX1R antag	CHT PAM
CCC1(c2ccc(F)cc2)NC(=O)N(CC(=O)NC2CCCCCC2)C1=O (configuration not stated)
    -9	x
O=C(NCC(c1ccc(F)cc1)N1CCOCC1)c1ccc(OCc2ccccc2)cc1 (configuration not stated)
    -9	x
Cc1cc(C)c(S(=O)(=O)c2ccccc2)c(OC(=O)c2ccc(Cl)cc2Cl)n1
    11	i
Cc1nc(-c2ccccc2)sc1C(=O)/C=C/N(C)C
    -30	i
CCc1nc2ccccc2c(C(=O)OCC(=O)NCCCN2CCCC2=O)c1C
    -14	i
Cc1ccc(CSc2nc3c(c(=O)[nH]2)C(c2ccncc2)C2=C(CCCC2=O)N3)cc1 (configuration not stated)
    -22	i
CN(C)C(=S)SCC(=O)Nc1cccc(C(F)(F)F)c1
    -8	i
CCOC(=O)COc1ccc(S(=O)(=O)N2CCN(c3ccc(F)cc3)CC2)cc1
    16	i
CC1CCN(CCCNC(=O)c2ccc(CS(=O)(=O)Cc3ccc(Cl)cc3)o2)CC1
    -11	i
COc1cc([N+](=O)[O-])ccc1Nc1nc(C)cc(C)n1
    -9	i
CCOc1ccc(NC(=S)NC(=O)C2CCCC2)cc1
    -16	i
COc1cc(Br)c(-c2sc(Nc3ccccc3)n[n+]2-c2ccc(F)cc2)cc1OC
    -25	i
COc1cccc(/C=N/c2nc3ccccc3[nH]2)c1O
    -16	i
C/C(CC(=O)Nc1ccccn1)=N\NC(=O)c1cnccn1
    -14	i
Cc1cccc(N(CC(=O)N2CCN(C)CC2)S(=O)(=O)c2ccccc2)c1
    -20	i
COc1ccc(C2NC(c3ccc(OC)cc3)C(C)C(=O)C2C)cc1 (configuration not stated)
    -32	i
CCCCC(CCC(=O)Nc1ccn(-c2ccccc2)n1)C(=O)O (configuration not stated)
    -6	i
COc1ccc(CNC(=O)Cn2c(=O)oc3ccccc32)cc1OC
    -19	i
COC(=O)COc1cccc(NC(=O)C(c2ccccc2)c2ccccc2)c1
    -28	i
O=C(Nc1ccccc1)Nc1ccccc1C(=O)NCc1ccco1
    -21	i

# Following part
# Each structure is followed by: OX1R antag	CHT PAM
O=C(NCc1ccccn1)c1cccc(NS(=O)(=O)c2ccccc2)c1
    -16	i
O=c1[nH]c2ccccc2c(O)c1-c1cc2ccccc2oc1=O
    -19	i
Cc1ccc(C(=O)NCCC2=CCCCC2)cc1S(=O)(=O)N1CCOCC1
    -38	i
COc1cccc(C2N(c3ccc(Cl)cc3)C(=O)C3CCCN32)c1 (configuration not stated)
    -14	i
CCOCC(=O)Nc1cc(C(=O)Nc2ccccc2)ccc1Cl
    -18	i
Cc1cc(-c2n[nH]c(=S)n2/N=C/C(Br)=C/c2ccccc2)n[nH]1
    -1	i
O=C(O)CCC(=O)NC1CCCCCCC1
    -11	i
Cc1csc(SCC(=O)c2ccc(S(=O)(=O)N3CCOCC3)cc2)n1
    8	i
CC1(C)O[C@@H](CC(=O)O)[C@]23CO[C@H](C(=O)[C@]4(C)C2CC[C@@]2(C)[C@H](c5ccoc5)OC(=O)C5O[C@]524)[C@@H]13 (some centres not stated)
    -2	x
CN1C(=S)SC(/[N+]([O-])=C\c2ccccc2)C1(C)C (configuration not stated)
    -13	i
O=C(CCNS(=O)(=O)c1ccccc1Cl)N1CCN(c2ccccn2)CC1
    -13	x
O=C(COc1ccc(Cl)cc1Cl)N/N=C/c1ccc[nH]1
    -12	i
CCOC(=O)Cc1nnc(NC(=O)CSc2ccccc2)s1
    -31	i
C=COCCn1c(=N)n(CCC)c2ccccc21
    -9	i
CN1CCN(c2ccc(NC(=O)COc3ccc4ccccc4c3)cc2)CC1
    -8	i
Oc1c(Cl)cccc1C=Nc1cc(C(F)(F)F)ccc1N1CCCC1
    -12	i
CCOC(=O)CSc1nnc(CNC(=O)c2ccc(OC)cc2)n1Cc1ccccc1
    -23	i
CCOC(=O)COc1cc(=O)n(CC)c2ccccc12
    -10	i
Cc1cc(=O)[nH]c(SC/C=C/c2ccccc2)n1
    13	i
CCc1nonc1NC(=O)c1oc2ccc(Br)cc2c1C
    -11	i

# A portion from the list above, as a working copy:
# Each structure is followed by: OX1R antag	CHT PAM
O=C(NCc1ccccn1)c1cccc(NS(=O)(=O)c2ccccc2)c1
    -16	i
O=c1[nH]c2ccccc2c(O)c1-c1cc2ccccc2oc1=O
    -19	i
Cc1ccc(C(=O)NCCC2=CCCCC2)cc1S(=O)(=O)N1CCOCC1
    -38	i
COc1cccc(C2N(c3ccc(Cl)cc3)C(=O)C3CCCN32)c1 (configuration not stated)
    -14	i
CCOCC(=O)Nc1cc(C(=O)Nc2ccccc2)ccc1Cl
    -18	i
Cc1cc(-c2n[nH]c(=S)n2/N=C/C(Br)=C/c2ccccc2)n[nH]1
    -1	i
O=C(O)CCC(=O)NC1CCCCCCC1
    -11	i

# Additional records.
# Each structure is followed by: OX1R antag	CHT PAM
Cc1ccc2cc(CCNC(=O)C3CCCC3)c(=O)[nH]c2c1
    -19	i
CCCCOc1ccc(Cc2cnc(N)nc2N)cc1
    -4	i
CCN(C(=O)COc1ncnc2scc(-c3ccc(F)cc3)c12)C1CCS(=O)(=O)C1 (configuration not stated)
    -9	i
COc1ccc(N2CCN(C(=O)c3oc4ccccc4c3NC(=O)Cc3cccc(OC)c3)CC2)cc1
    -12	i
CN1CCN(Cc2nc3c(c(=O)n(C)c(=O)n3C)n2CCCc2ccccc2)CC1
    -25	8*
Cc1cc(C)c2[nH]c(=O)c(CN(CC3CCCO3)S(=O)(=O)c3ccc4c(c3)OCCO4)cc2c1 (configuration not stated)
    -23	i
CN(C)CCNC(=O)Cn1ccc2cc(S(=O)(=O)N3CCCCC3)ccc21
    -2	i
Cc1ccc(-c2nc(SCC(=O)c3c(N)n(C)c(=O)n(C)c3=O)n[nH]2)cc1
    -8	i
O=C(Nc1cccnc1)c1cc([N+](=O)[O-])ccc1Cl
    -18	i
CC1CCC(NC(=O)CCS(=O)(=O)c2ccc3c(c2)oc(=O)n3C)CC1 (configuration not stated)
    -16	i
CCOC(=O)c1cnc2c(OC)cccc2c1Nc1ccc2c(c1)OCCO2
    -33	i
CCc1cccc(NC(=O)CC2SC(N3CCCC3)=NC2=O)c1 (configuration not stated)
    -41	x
COc1ccccc1NC(=S)NCc1cccs1
    1	i
CC(CO)Nc1nc(SCc2ccccc2)nc2sc3c(c12)CCC3 (configuration not stated)
    -19	i
CC(=O)c1ccc(S(=O)(=O)NC2CCCCCCC2)cc1
    -19	i
O=c1oc2ccccc2c(O)c1/C=N/c1ncccn1
    -6	i
Cc1noc(NS(=O)(=O)c2ccc(NC(=O)CSc3nc4ccccc4[nH]3)cc2)c1C
    -1	i
COc1cc([C@H](Cc2ccccc2)NC(C)=O)oc(=O)c1
    -4	i
C#CCNC(=O)C1=C[C@@H](c2ccc(C(F)(F)F)cc2)[C@H](CCCO)[C@@H](OCC)O1
    -12	i
CC(=O)N(C)c1ccc(OCC(O)COc2ccc(N(C)C(C)=O)cc2)cc1
    -8	i

# Random excerpt: 3 entries already listed.
# Each structure is followed by: OX1R antag	CHT PAM
CC(CO)Nc1nc(SCc2ccccc2)nc2sc3c(c12)CCC3 (configuration not stated)
    -19	i
Cc1ccc2cc(CCNC(=O)C3CCCC3)c(=O)[nH]c2c1
    -19	i
O=c1oc2ccccc2c(O)c1/C=N/c1ncccn1
    -6	i

# (next part)
CC(C)CC(NC(=O)c1ccc(Cl)cc1)C(=O)OCc1cc([N+](=O)[O-])cc2c1OCOC2 (configuration not stated)
  OX1R antag = -21
  CHT PAM = i

COc1ccc(CCNC(=O)CS(=O)Cc2nc(-c3cccs3)oc2C)cc1OC (configuration not stated)
  OX1R antag = -22
  CHT PAM = i

O=S(=O)(NCc1cccnc1)c1ccc(Cl)c2ccccc12
  OX1R antag = -13
  CHT PAM = i

CCn1cnnc1SCC(=O)Nc1ccccc1C(=O)NC1CC1
  OX1R antag = -2
  CHT PAM = x

O=C(Cn1nc(C(F)(F)F)c2c1CCCC2)NC1CCCC1
  OX1R antag = -9
  CHT PAM = i

COC(=O)c1ccc(N2CCS(=O)(=O)CC2)cc1
  OX1R antag = -1
  CHT PAM = i

CCOc1ccc(NC(=O)c2ccc(NC(=S)NC3CC3)cc2)cc1
  OX1R antag = 7
  CHT PAM = i

COc1ccc(C2=NCCn3nc4cc(C(F)(F)F)ccc4c32)cc1
  OX1R antag = -14
  CHT PAM = i

Cc1ccccc1CSc1nnc(-c2cccnc2)n1N
  OX1R antag = -13
  CHT PAM = i

Cc1cccc(C(=O)OCC(=O)N2CC(C)OC(C)C2)c1C (configuration not stated)
  OX1R antag = -21
  CHT PAM = i

Cc1ccc(S(=O)(=O)Nc2nnc(CC(C)(C)C)s2)cc1
  OX1R antag = -11
  CHT PAM = i

C#CCOC(=O)C[N+](C)(C)CC=C
  OX1R antag = 10
  CHT PAM = i

CCCc1[nH]nc2c1C(c1c(C)nn(-c3ccccc3)c1Cl)C(C#N)=C(N)O2 (configuration not stated)
  OX1R antag = -23
  CHT PAM = i

Cc1cccc(C(=O)NCC(c2cccs2)N2CCOCC2)c1 (configuration not stated)
  OX1R antag = -12
  CHT PAM = i

O=C(COc1ccc(Cl)cc1Cl)N/N=C/c1ccccn1
  OX1R antag = x
  CHT PAM = i

Cc1ccc(S(=O)(=O)NNC(=O)c2sc(=S)n(C)c2C)cc1
  OX1R antag = -2
  CHT PAM = i

COc1ccc2oc(=O)c(C(=O)Nc3cccc(C)c3)cc2c1
  OX1R antag = -16
  CHT PAM = i

CC(Cc1ccccc1)NC(=O)CCCN1C(=O)c2ccccc2C1=O (configuration not stated)
  OX1R antag = -17
  CHT PAM = i

COc1ccc(NC(=O)/C(=C\c2ccc(F)cc2)NC(=O)c2ccco2)cc1
  OX1R antag = -8
  CHT PAM = i

Cc1ccccc1N1CCN(Cc2nc(Cc3ccccc3F)no2)CC1
  OX1R antag = -9
  CHT PAM = i

COCCC(=O)N1CCC(Oc2ccc(C(=O)NC3CCOC(C)(C)C3)cc2)CC1 (configuration not stated)
  OX1R antag = -9
  CHT PAM = i

O=C(Nc1ccc2c(c1)C(=O)NC2=O)c1cccc(Cl)c1
  OX1R antag = -9
  CHT PAM = i

O=C1c2cccc(O)c2C(=O)c2c(O)cccc21
  OX1R antag = -7
  CHT PAM = i

Cn1nnnc1SCC(=O)NNC(=O)c1ccc(Br)cc1
  OX1R antag = -10
  CHT PAM = i

CNC(=S)NNC(=O)c1cccn(Cc2ccc(Cl)cc2Cl)c1=O
  OX1R antag = -7
  CHT PAM = i

NC(=O)CSc1ccc(S(=O)(=O)N2CCOCC2)cn1
  OX1R antag = 9
  CHT PAM = x

CCCCCC(=O)Nc1c2c(nc3ccccc13)CCC2
  OX1R antag = -47
  CHT PAM = i

Cc1[nH]c2ccccc2c1C(=O)C(=O)N1CCN(c2ccccc2)CC1
  OX1R antag = -7
  CHT PAM = i

COc1ccc(-c2noc(CNS(=O)(=O)c3ccc(NC(C)=O)cc3)n2)cc1OC
  OX1R antag = -5
  CHT PAM = i

Cc1ccc(C(=O)NCC(=O)Nc2ccc(C)c(S(=O)(=O)Nc3ccc(Cl)cc3)c2)s1
  OX1R antag = -11
  CHT PAM = i

CC(=O)c1cccc(NC(=O)c2ccc(-c3ccccc3[N+](=O)[O-])o2)c1
  OX1R antag = -7
  CHT PAM = i

Cc1ccc(S(=O)(=O)/N=C(/Nc2ccccn2)c2ccc(Cl)cc2)cc1
  OX1R antag = -26
  CHT PAM = i

CC(=O)Nc1ccc(C(=O)OCC(=O)Nc2c(C)n(C)n(-c3ccccc3)c2=O)cc1
  OX1R antag = -4
  CHT PAM = x

CCOC(=O)Cn1c(=O)cc(C)c2ccccc21
  OX1R antag = -17
  CHT PAM = i

CC(C)N1C(=O)C(=O)N(CC(=O)N2CCc3ccccc32)C1=O
  OX1R antag = -14
  CHT PAM = x

COc1ccc(/C=N/NC(=O)CCn2nc(C)cc2C)cc1
  OX1R antag = -15
  CHT PAM = i

O=C(NCC1CCCO1)c1ccccc1-c1nc(-c2ccccc2F)no1 (configuration not stated)
  OX1R antag = -20
  CHT PAM = i

NC(=O)NCc1ccccc1Cl
  OX1R antag = -16
  CHT PAM = i

CCN(CC(=O)Nc1ccc(OC)cc1)CC(=O)Nc1cccc(C#N)c1
  OX1R antag = -37
  CHT PAM = i

CCC(C)NC(=O)c1cnn2c1NC(c1cccs1)CC2C(F)(F)F (configuration not stated)
  OX1R antag = -13
  CHT PAM = i

CCOC(=O)c1c(CSC(=N)N)n(-c2ccccc2)c2cc(Br)c(OC(C)=O)cc12
  OX1R antag = -34
  CHT PAM = i

O=C(O)COc1ccccc1/C=N/Nc1ccc(S(=O)(=O)N2CCOCC2)cc1[N+](=O)[O-]
  OX1R antag = -9
  CHT PAM = i
